Dynein transport: blocks dynein driven cargo transport along microtubules. AID 1381. z-score, hits read low. 3617.4 mouse cells, GR-EGFP nuclear translocation imaging; test concentration mostly 20 µM; stimulated with dexamethasone, 1 µM; active compounds read low. 220,000 tested, 0.47% active;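 active = plate z-score of nuclear minus cytoplasmic receptor signal below a set negative limit, without overly bright fluorescence or cell loss, cut at about -3.5 in these data, passing the limit was not always enough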;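 also: z-score of nuclear minus cytoplasmic ring GR-EGFP intensity difference per well; some compounds called inactive have numbers as strong as hits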
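Buffer or medium – tet-free medium with charcoal-stripped serum · Signal – automated 10x imaging of fixed Hoechst-stained cells · Also added – dexamethasone agonist, 1.0 µM final, for 30 min · Incubation – induction 48 h, compound 1 h, agonist 30 min · Read-out – GR-EGFP nuclear translocation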
Autophagy HCS: alters autophagy in cells; calls only at 10 µM (by protocol); MEF GFP-LC3 puncta imaging; test concentration mostly 10 µM; AID 463193; 190,000 tested, 0.98% active;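 active = percentage of spot-positive cells more than 3 SD above its plate mean, without a fluorescence outlier flag or 80% toxicity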;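 also: spot-positive cell cutoff set from DMSO-treated cells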
bCat nuc transl: modulators of beta-catenin nuclear translocation; nuclear translocation activity, % at 5 µM; HeLa beta-catenin nuclear translocation, immunofluorescence imaging; 190,000 tested, 0.3% active; AID 1665;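 active = nuclear translocation activity above 50% at 5 µM, with a well cell count of 50 or more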;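 also: per-cell ratio of nuclear to cytoplasmic median beta-catenin stain intensity; plate controls were DMSO negative control for no effect and GSK-3 inhibitor IX positive control for full effect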
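Test system: human HeLa cells, endogenous beta-catenin. Times: 24 h compound exposure, 37°C. Measured by: beta-catenin immunofluorescence imaging with DAPI.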
M17LAP inhibition: P. falciparum M17LAP inhibitors, primary screen, biochemical, fluorogenic H-Leu-NHMec substrate, 1536-well (AID 1619). recombinant M17LAP, H-Leu-NHMec fluorogenic kinetic assay; higher % means a stronger effect. one-dose inhibition, % at 30 µM; IC50 in µM for titrated hits. 220,000 tested, 0.38% active;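 active = compound inhibiting the enzyme by more than half at any dose during confirmatory dose-response retesting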;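 also: plate controls were full reaction with DMSO carrier for no effect and no enzyme background for full effect; strong numbers were not always called active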
Yfh1-off respiration: mitochondrial function rescue without frataxin homolog – Friedreich's ataxia, plus single-dose screen, dose response (AID 1465). fold induction at 50 µM; hits with a dose series show EC50 in µM. S. cerevisiae Yfh1-off respiration, WST-1 reduction, 72 h; higher fold induction means a stronger effect. 220,000 tested, 0.074% active;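 active = fold induction of absorbance versus untreated yeast above a set limit, then at least 30% activation at any dose in follow-up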;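 also: activators that raise dye reduction in frataxin-depleted yeast; strong numbers were not always called active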
T cell modulator: modulates CD8 T cell binding to vesicles; calls only at 7 µM; 2C CD8+ T cell-vesicle binding, flow cytometry; active compounds read low; 330,000 tested, 0.068% active;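 active = response, share of CD8 T cells binding vesicles, and their 90th percentile fluorescence all below set limits, cut at about 80% in these data, passing the limit was not always enough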
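Material: murine 2C transgenic CD8+ T lymphocytes / Also added: QL9-peptide-loaded Drosophila micro-vesicles bearing Ld, ICAM-1 and B7-1 / Schedule: binding step 1.5 h, 37 °C, antibody labelling 20 min, ice / Signal: flow cytometry, PE anti-B7-1 (FL2) versus Alexa647 anti-CD8 (FL8), PFA-fixed / Evaluation: percent CD8+ FL2 mean versus row control / Benchmarks: naked versus QL9-loaded vesicles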
WT yeast gro inh: growth inhibition of WT yeast, mitochondrial fusion screen | mitochondrial fusion phenotypic screen, WT strain | 190,000 tested, 2.1% active | inhibition, % at 10 µM | AID 1362; in the data active = inhibition above about 58%; tested in S. cerevisiae
M1AAP inhibition: malaria alanyl aminopeptidase activity blockers – biochemical, fluorogenic H-Leu-NHMec substrate, 1536-well (AID 1445); 220,000 tested, 0.42% active; recombinant M1AAP, H-Leu-NHMec fluorogenic kinetic assay; higher % means a stronger effect; inhibition, % at 30 µM; hits with a dose series show IC50 in µM;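 active = primary inhibition above the hit cutoff, then over 50% inhibition at one or more dose response concentrations, cut at about 23% in these data, passing the limit was not always enough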;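 also: plate controls were DMSO full reaction for no effect and no enzyme background for full effect; strong numbers were not always called active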
MT stabilize HCS: microtubule stabilizers in HeLa cells; HeLa tubulin immunostaining HCS, 24 h; share of cells brighter than vehicle mean+2SD; % tubulin-high responders, % at 10 µM; 200,000 tested, 0.83% active; AID 2205;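 active = plate Z-score above 3 for both tubulin-high and condensed-nucleus cell shares, with cell loss under 80%, at 10 µM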;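 also: anti alpha tubulin signal scored within the nucleus-defined area of each cell; some results filed as inactive read as strong as hits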
WT yeast gro inh mutant strain: further read-out of WT yeast gro inh, marked with its call; inhibition, %; mitochondrial fusion phenotypic screen, mutant strain inhibition
Dynein transport cytoplasmic EGFP: further read-out of Dynein transport, marked with its call; z-score; measured here: cytoplasmic GR-EGFP intensity; active compounds read high
Dynein transport nuclear GR-EGFP: further read-out of Dynein transport, marked with its call; z-score; measured here: nuclear GR-EGFP intensity;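 lower value marks the stronger effect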
Dynein transport cell count: second read-out of Dynein transport, no call of its own (marks repeat the call); z-score; measured here: cell count per field
bCat nuc transl cell count 5 µM: also measured in bCat nuc transl; calls as there; cell count; measured here: cell count, cytotoxicity flag
T cell modulator vesicle-bound %: recorded beside T cell modulator, whose call it bears; double positive events, %; measured here: CD8+ vesicle-bound cell fraction;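 binding gate set so that unloaded-vesicle control wells show 10% double positive cells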
MT stabilize HCS Hoechst-high %: recorded beside MT stabilize HCS, whose call it bears; % Hoechst-high responders; measured here: nuclear condensation Hoechst responders;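 share of cells brighter than vehicle mean plus two SD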
MT stabilize HCS cytotoxicity %: also measured in MT stabilize HCS; calls as there; toxicity, %; measured here: cytotoxicity by cell density;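 0% = mean cell density of plate MIN control wells and 100% = no cells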
Autophagy HCS cell loss 18 h: further read-out of Autophagy HCS, marked with its call; toxicity, %; measured here: cell loss, nuclei count;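 cell loss after 18 h compound exposure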
The depositor's hits bear a star; i = inactive; / = not tested or not shown.

SMILES | Dynein transport | Dynein transport cytoplasmic EGFP | Dynein transport nuclear GR-EGFP | Dynein transport cell count | Autophagy HCS | Autophagy HCS cell loss 18 h | bCat nuc transl | bCat nuc transl cell count 5 µM | M17LAP inhibition | Yfh1-off respiration | T cell modulator | T cell modulator vesicle-bound % | WT yeast gro inh | WT yeast gro inh mutant strain | M1AAP inhibition | MT stabilize HCS | MT stabilize HCS Hoechst-high % | MT stabilize HCS cytotoxicity %
O=C(O)c1ccccc1SC1CC(=O)N(C2CCCCC2)C1=O (stereo unspecified) | -0.45 | -0.23 | -0.085 | 0.52 | i | -1 | -4.7 | 1247 | 5% | i | i | 36 | 12 | 12 | -7% | 3.0 | 3.5 | 8.0
Cc1ccc(NS(=O)(=O)c2cc(OCC(N)=O)c(C)cc2Cl)cc1C | -0.42 | -0.18 | -0.2 | 0.16 | i | 14 | 8.1 | 494 | -12% | / | i | 20 | -2 | -4 | 2% | 3.3 | 1.5 | 3.3
CCOC(=O)CCCNC(=O)CCNC(=O)c1ccc(OC(C)C)cc1 | 2.9 | -0.27 | 1.7 | -1.1 | i | 10 | -3.4 | 1039 | 4% | i | i | 43 | -12 | -6 | -1% | 4.6 | 1.9 | 23
COc1ccc(/C(N)=N/OC(=O)c2cccc([N+](=O)[O-])c2C)cc1 | 1.5 | -0.14 | 1 | -1 | i | -7 | -0.8 | 1493 | -7% | i | i | 14 | -20 | 5 | 4% | 2.6 | 2.8 | 6.4
Cc1noc(C)c1COC(=O)c1cc2ccccc2cc1O | -0.4 | -0.31 | 0.15 | 0.49 | i | -10 | -1.9 | 1136 | -11% | i | i | 31 | 1 | 0 | 2% | 1.7 | 1.6 | 4.7
COCCCNCCCOc1ccc(C)cc1Br | -0.11 | -0.21 | 0.035 | 0.98 | i | -15 | -1.5 | 945 | -10% | i | i | 35 | -2 | -1 | 12% | 4.3 | 2.8 | 10
CCOCC(O)CSCc1ccc(Cl)cc1 (stereo unspecified) | -0.26 | 0.11 | 0.095 | 0.35 | i | 2 | -1.2 | 1019 | 0% | i | i | 46 | 0 | -9 | 8% | 1.3 | 1.3 | 10
O=C(CSc1ccc(-c2cccnc2)nn1)N1CCCc2ccccc21 | 2.4 | -0.016 | 1.1 | -0.56 | i | 13 | 1.3 | 1123 | 12% | i | i | 28 | 13 | -6 | -2% | 2.9 | 2.8 | 0.7
N/C(=N\OC(=O)c1cccc(Cl)c1)c1cccnc1 | 0.017 | 0.78 | 0.43 | -0.88 | i | -2 | 1.9 | 1104 | -1% | i | i | 22 | 18 | 24 | 5% | 1.0 | 1.3 | 7.5
COc1ccc(-c2nc(N3CCC(C)CC3)[nH]c(=O)c2C#N)cc1 | -1.1 | 0.037 | -0.27 | 1 | i | -4 | -2.0 | 1192 | 10% | i | i | 10 | -19 | -19 | -1% | 1.4 | 1.4 | 4.7
O=[N+]([O-])c1ccc(NCc2ccc3c(c2)OCO3)cc1 | -0.8 | -0.11 | -0.37 | 0.65 | i | -3 | -0.1 | 1127 | 1% | i | i | 12 | 15 | 23 | 0% | 2.4 | 2.2 | 5.6
Nc1ncnc2c1ncn2[C@@H]1O[C@H](CO)[C@@H](O)[C@H]1O | -0.65 | -0.28 | -0.15 | 0.92 | i | 35 | -4.8 | 606 | 14% | i | i | 12 | -3 | 1 | -3% | 3.1 | 2.1 | 8.5
COCCCNC(=S)Nc1cccc2ncccc12 | -0.79 | -0.28 | 0.32 | 0.31 | i | 4 | -2.4 | 1052 | -1% | i | i | 26 | 15 | 7 | 0% | 1.0 | 1.9 | 6.4
O=C(Nc1nc(-c2ccc3c(c2)Cc2ccccc2-3)cs1)c1ccccc1 | 1.2 | -0.0085 | 2.2 | -2.3 | i | -41 | -0.6 | 967 | -5% | i | i | 37 | -3 | -20 | 7% | 3.9 | 3.2 | 5.5
CCOc1ccccc1NC(=O)Cn1c(=O)sc2ccccc21 | -0.14 | -0.26 | -0.019 | 0.33 | i | 1 | 2.0 | 872 | 14% | i | i | 34 | -6 | -17 | 4% | 1.1 | 0.7 | 5.1
O=C(COC(=O)CC1CC2CCC1C2)Nc1cc([N+](=O)[O-])ccc1F (stereo unspecified) | -1.2 | 2.8 | 0.18 | 0.57 | i | 3 | -3.4 | 1154 | 5% | i | i | 49 | -4 | 24 | 2% | 4.2 | 2.8 | 6.9
CCOC(=O)c1c(CSc2ccccc2)n(C)c2cc(Br)c(OCC(O)CNC(CO)(CO)CO)cc12 (stereo unspecified) | 1 | -0.067 | 0.18 | -1.7 | i | -1 | 5.2 | 107 | 11% | i | i | 32 | -14 | -18 | 5% | 29 | 35 | 96
Cc1sc2nc(CN3CCOCC3)nc(N3CCOCC3)c2c1C | -0.76 | -0.25 | -0.47 | 0.54 | i | -2 | -1.9 | 1094 | 2% | i | i | 36 | -12 | 0 | -4% | 3.0 | 1.7 | 5.3
OCCNc1cc(-n2nc(-c3ccccc3)cc2-c2ccccc2)ncn1 | 0.97 | -0.19 | 0.65 | -0.7 | i | 2 | -1.1 | 843 | -13% | i | i | 55 | -13 | -6 | -3% | 3.4 | 1.9 | 5.4
Cc1cc(C)n(CC2CC(=O)N(c3ccccc3)C2=O)n1 (stereo unspecified) | -0.087 | -0.26 | -0.11 | 0.42 | / | / | -1.8 | 1145 | -3% | i | i | 49 | / | / | 4% | / | / | /
NC(=O)NC(=O)COC(=O)CC12CC3CC(CC(C3)C1)C2 | -0.11 | 0.075 | 0.28 | 0.27 | i | -4 | -1.4 | 1123 | -8% | i | i | 61 | -16 | 1 | -3% | 3.7 | 1.5 | 5.4
Cc1ccc(OCC(=O)Nc2ccc(F)cc2)cc1 | -0.38 | -0.27 | -0.3 | 0.74 | i | -2 | 1.8 | 1138 | 14% | i | i | 23 | -9 | 2 | -2% | 2.9 | 1.5 | 3.6
CCOC(=O)c1c(C)[nH]c(C(=O)OC/C(O)=C(\C#N)c2nc3ccccc3[nH]2)c1C | -0.42 | -0.033 | -0.79 | -0.057 | i | 16 | 0.4 | 1168 | -1% | i | i | 43 | 43 | 14 | -3% | 5.1 | 3.7 | 7.3
CCOC(=O)c1sc2ncn(C(C)C(=O)OCC)c(=O)c2c1C (stereo unspecified) | 0.64 | -0.19 | 0.42 | -0.16 | i | 12 | -1.0 | 1200 | 1% | i | i | 56 | -5 | -31 | 0% | 1.7 | 1.9 | 7.9
C/C(CC(=O)NC1C2CC3CC(C2)CC1C3)=N\NC(=O)Cc1cccs1 (stereo unspecified) | 3.6 | -0.33 | 3 | -0.82 | i | 8 | -1.1 | 560 | 13% | i | i | 19 | 13 | 6 | 0% | 2.5 | 1.8 | 2.8
COCCOC(=O)C1=C(N)OC2=C(C(=O)CC(C)(C)C2)C1c1ccncc1 (stereo unspecified) | -0.31 | -0.011 | -0.13 | 0.61 | i | -15 | -1.1 | 994 | 11% | i | i | 28 | -6 | -13 | 4% | 2.7 | 1.3 | 7.1
O=C(CCC(=O)NNC(=S)Nc1ccccc1)NCc1ccccc1 | 0.16 | -0.14 | 0.32 | 1.4 | i | -7 | -0.9 | 1030 | 11% | i | i | 9 | -29 | -38 | 10% | 3.5 | 0.9 | 8.7
O=C(O)CSc1nnc(-c2ccccc2Br)n1-c1cccc(C(F)(F)F)c1 | -0.35 | -0.36 | 0.089 | 1.6 | i | 19 | -5.1 | 1084 | 1% | i | i | 46 | -10 | 11 | 5% | 5.1 | 1.1 | 8.7
O=C1CN(C(=O)CSc2nc3ccccc3c(=O)n2CCCN2CCOCC2)c2ccccc2N1 | 0.37 | -0.29 | -0.1 | 0.1 | / | / | 0.0 | 1260 | 1% | i | i | 47 | / | / | 8% | / | / | /
O=C(/C=C/c1ccc(F)cc1)N1CCN(c2ccccn2)CC1 | -0.46 | -0.32 | -0.45 | 0.66 | i | -2 | 1.9 | 946 | 3% | i | i | 61 | -17 | -10 | 0% | 1.8 | 3.7 | 5.3

Sorted by SMILES length (highest first): some entries from above
SMILES | Dynein transport | Dynein transport cytoplasmic EGFP | Dynein transport nuclear GR-EGFP | Dynein transport cell count | Autophagy HCS | Autophagy HCS cell loss 18 h | bCat nuc transl | bCat nuc transl cell count 5 µM | M17LAP inhibition | Yfh1-off respiration | T cell modulator | T cell modulator vesicle-bound % | WT yeast gro inh | WT yeast gro inh mutant strain | M1AAP inhibition | MT stabilize HCS | MT stabilize HCS Hoechst-high % | MT stabilize HCS cytotoxicity %
CCOC(=O)c1c(CSc2ccccc2)n(C)c2cc(Br)c(OCC(O)CNC(CO)(CO)CO)cc12 (stereo unspecified) | 1 | -0.067 | 0.18 | -1.7 | i | -1 | 5.2 | 107 | 11% | i | i | 32 | -14 | -18 | 5% | 29 | 35 | 96
CCOC(=O)c1c(C)[nH]c(C(=O)OC/C(O)=C(\C#N)c2nc3ccccc3[nH]2)c1C | -0.42 | -0.033 | -0.79 | -0.057 | i | 16 | 0.4 | 1168 | -1% | i | i | 43 | 43 | 14 | -3% | 5.1 | 3.7 | 7.3
O=[N+]([O-])c1ccc(NCc2ccc3c(c2)OCO3)cc1 | -0.8 | -0.11 | -0.37 | 0.65 | i | -3 | -0.1 | 1127 | 1% | i | i | 12 | 15 | 23 | 0% | 2.4 | 2.2 | 5.6
